# Bioassay records deposited in PubChem BioAssay by several laboratories.
# NSD2 inh: NSD2 histone methyltransferase inhibitors, primary screen, biochemical, AlphaScreen, single concentration, set 2. Histone-lysine N-methyltransferase NSD2 (Homo sapiens), O96028. NSD2 peptide methylation, 120 min. inhibition, % at 12.5 µM. actives 0.54% (n = 310,000). AID 743445, 2014; in the data active = inhibition above about 50%
# V-ATPase pH: regulators of yeast V-ATPase proton pumping, primary screen, pHLuorin cytosolic pH fluorescence | AID 504577, 2011 | actives 0.37% (n = 350,000) | S. cerevisiae | response, % at 10 µM; in the data active = response mostly above about 7.3%, no sharp cut-off; inactive = mostly below about 5.4%; also: actives read high; inactives centre near 0; some compounds called inactive have numbers as strong as hits; reference of the scale not given here
# HTR5A inv ag: HTR5A inverse agonists in luminescence cell assay, primary screen, counter-screen for OPRM1-OPRD1 heterodimer inverse agonist project, full-deck HTS; inhibition, % at 9.3 µM; AID 504634, 2011; HTR5A cell line, inverse agonism; actives 0.083% (n = 340,000); 5-hydroxytryptamine receptor 5A (Homo sapiens), P47898; in the data active = inhibition mostly above about 23%, no sharp cut-off; inactive = mostly below about 18%;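 also: 0% = cells with DMSO and 100% = no-cell wells with DMSO; some compounds called inactive have numbers as strong as hits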
# Target sequence (P47898 whole entry, looked up): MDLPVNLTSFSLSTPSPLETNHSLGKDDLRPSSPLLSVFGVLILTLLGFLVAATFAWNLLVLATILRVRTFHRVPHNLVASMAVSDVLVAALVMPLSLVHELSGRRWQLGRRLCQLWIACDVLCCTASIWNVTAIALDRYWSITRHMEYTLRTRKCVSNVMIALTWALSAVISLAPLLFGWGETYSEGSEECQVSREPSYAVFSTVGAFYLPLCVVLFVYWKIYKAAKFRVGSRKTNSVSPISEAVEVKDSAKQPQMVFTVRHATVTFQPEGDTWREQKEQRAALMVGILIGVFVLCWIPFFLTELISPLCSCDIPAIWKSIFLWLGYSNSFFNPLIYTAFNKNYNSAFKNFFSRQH
# SR-BI HDL uptake: inhibitors of SR-BI mediated HDL lipid uptake, primary screen, ldlA[mSR-BI] cells, fluorescence, single point | ldlA[mSR-BI] CHO cells, DiI-HDL uptake fluorescence, 3 h | inhibition, % at 12.5 µM | actives 0.96% (n = 320,000) | AID 488896, 2010;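 active = mean replicate inhibition of at least 70% and a set share of replicates each scoring 70 or more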;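 also: 0% = median of neutral control wells and 100% = median of positive control wells; values of inactives mirror those of a sister screen read the other way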
# Target sequence (Q61009 whole entry, looked up): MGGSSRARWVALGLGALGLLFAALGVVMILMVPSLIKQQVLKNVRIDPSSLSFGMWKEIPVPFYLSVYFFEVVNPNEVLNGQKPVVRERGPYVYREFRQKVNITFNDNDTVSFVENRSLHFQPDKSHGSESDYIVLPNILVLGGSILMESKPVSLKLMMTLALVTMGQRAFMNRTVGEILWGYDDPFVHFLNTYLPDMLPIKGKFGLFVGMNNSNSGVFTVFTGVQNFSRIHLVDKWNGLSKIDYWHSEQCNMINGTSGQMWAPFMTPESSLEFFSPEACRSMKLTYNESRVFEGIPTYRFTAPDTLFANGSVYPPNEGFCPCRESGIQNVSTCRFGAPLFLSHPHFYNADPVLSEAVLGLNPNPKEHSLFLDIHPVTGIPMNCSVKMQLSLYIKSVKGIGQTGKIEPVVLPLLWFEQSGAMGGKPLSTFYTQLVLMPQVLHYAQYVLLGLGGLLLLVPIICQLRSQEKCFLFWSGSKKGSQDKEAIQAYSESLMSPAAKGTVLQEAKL
# PvdQ inh: P. aeruginosa PvdQ acylase inhibitors, primary screen, biochemical, fluorescence, plate reader and imaging, single point; actives 0.063% (n = 340,000); inhibition, % at 10 µM; purified PvdQ acylase; PvdQ acylase [Pseudomonas aeruginosa LESB58]; in the data active = inhibition above about 30%, passing the limit was not always enough;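 also: 0% = vehicle neutral wells and 100% = reference inhibitor wells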
# dFosB activator: activators of delta FosB homodimer, primary screen, biochemical, fluorescence polarization, TAMRA-CDK5 oligo, single point | Protein FosB (Mus musculus), P13346 | purified delta FosB; percent of positive-control signal above neutral wells | activation, % at 25 µM | actives 0.99% (n = 340,000) | AID 493131, 2011;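 active = mean activation above about 17%, with every replicate also reaching it, limit read from the data, passing the limit was not always enough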;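 also: fluorescence polarization rise as delta FosB binds a TAMRA Cdk5 AP-1 oligo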
# HTR5A ag: HTR5A agonists in luminescence cell assay, primary screen, counter-screen for OPRM1-OPRD1 heterodimer agonist project, full-deck HTS. cell-based. 5-hydroxytryptamine receptor 5A (Homo sapiens), P47898. actives 0.61% (n = 340,000). activation, % at 9.3 µM; in the data active = activation mostly above about 9.5%, no sharp cut-off; inactive = mostly below about 7.6%;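 also: 0% = cells with vehicle only and 100% = reference agonist; strong numbers were not always called active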
# CDK5 inh: inhibitors of human CDK5/p35 kinase, primary screen, biochemical, single concentration. actives 0.01% (n = 330,000). Cyclin-dependent kinase 5 (Homo sapiens) + Cyclin-dependent kinase 5 activator 1 (Homo …. inhibition, % at 10 µM. Recombinant CDK5/p35, ADP-Glo luminescence, 60 min;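 active = highest replicate inhibition of at least 50% and at least 75% of replicates reaching 50%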;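 also: plate controls were DMSO neutral control for no effect and GW8510 at 10 µM for full effect; many of its hits are not listed in these tables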
# MITF act: activators of MITF-driven TRPM1 promoter reporter, primary screen, cell-based, SK-MEL-5, luciferase, single point; SK-MEL-5 TRPM1-promoter luciferase, 24 h; % of positive control, neutral wells = 0; activation, % at 12.5 µM; actives 0.75% (n = 300,000); AID 588334, 2011;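 active = mean activation of at least 80% with every replicate also reaching 80%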;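 also: 0% = neutral control wells and 100% = parthenolide positive control wells; values of inactives mirror those of a sister screen read the other way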
# Wnt bcat act: Wnt/beta-catenin pathway activators, primary screen, cell-based, plate reader, single point. Wnt/beta-catenin reporter cell assay, activator. activation, % at 9.35 µM. actives 1.2% (n = 300,000); in the data active = activation above about 30%, passing the limit was not always enough;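 also: 0% = neutral control wells and 100% = positive control wells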
# Starred values were filed as active, the others as inactive; / = not tested or not shown.
SMILES,NSD2 inh,V-ATPase pH,HTR5A inv ag,SR-BI HDL uptake,PvdQ inh,dFosB activator,HTR5A ag,CDK5 inh,MITF act,Wnt bcat act
N#Cc1ccc[n+](CC(=O)c2ccc(NC(=O)c3ccccc3)cc2)c1,3.4,0.4,-15.8,16.4,-12.8,-1.2,5.3,-0.2,5.3,0.7
O=C(c1ccccc1)c1ccc(C(=O)N2CCN(c3ccccc3Cl)CC2)cc1,-12.2,6.5,-31.3,-8.1,-2.0,-9.7,-1.1,0.1,10.6,-0.3
Cc1nc2ncnn2c(C)c1CCC(=O)N1CCN(c2ccccn2)CC1,-0.2,-4.9,-14.1,-2.1,0.4,-5.4,2.4,-0.7,/,-0.6
CCOC(=O)c1c(C)c(-c2ccccc2)n(CC(=O)NCCC(C)C)c1C,/,3.3,0.3,54.5,-1.2,-8.0,-2.6,1.5,/,-0.9
O=C(OCC(=O)N1CCCC1)c1cc(=O)c2ccccc2o1,-2.5,-0.7,9.1,-24.9,-8.8,-4.0,-3.7,-0.6,5.1,-3.8
O=C(Nc1ccc(CN2CCOCC2)cc1)c1ccc(-c2ccc(Cl)cc2Cl)o1,-2.7,2.1,-0.8,51.7,-13.0,13.4,0.3,-1.4,5.7,-2.6
COC(=O)c1ccc(OC)c(CSc2nnc(COc3ccc(OC)cc3)o2)c1,-1.3,-3.4,12.9,1.7,-8.6,-5.5,-0.3,0.9,/,-1.7
Cc1ccc2[nH]c(=O)c(CN(CC3CCCO3)S(=O)(=O)c3c(C)ccc4nsnc34)cc2c1 (stereo not given),5.8,1.9,4.3,-20.2,8.3,-9.5,3.0,3.8,-1.3,/
COc1cc(C(=O)NCc2cc(C)nc3ccccc23)cc(OC)c1OC,-2.3,4.5,7.7,2.9,-10.7,-13.0,-3.0,-1.9,-11.5,-2.5
CCOc1ccc(S(=O)(=O)N2CCC(C(=O)NCc3cccnc3)CC2)cc1,-1.9,-5.0,1.9,-4.9,-0.5,7.4,-0.8,1.7,9.3,2.4
Cc1ccc(NC(=O)C(=O)Nc2ccc(C)cn2)nc1,-1.5,-0.7,3.8,-14.4,-3.5,-7.0,-1.3,0.3,78.6,1.8
CC(=O)c1cccc(Nc2ccc(-c3ccccc3F)nn2)c1,22.4,3.0,4.6,11.1,-4.0,-9.9,-1.8,0.5,71.8,10.2
CC(C(=O)c1ccc(-c2ccccc2)cc1)[n+]1cccc(NC(=O)c2ccccc2)c1 (stereo not given),13.0,-2.7,-66.5,7.6,-18.3,1.6,10.8,0.9,/,-2.3
Cc1ccccc1N1CCN(CCCN2C(=O)C3CCCCN3C2=O)CC1 (stereo not given),3.6,5.5,6.5,-10.1,-9.4,1.9,-1.7,-5.5,/,0.1
CC/C(=N\OC(=O)c1ccc(OC(C)C)cc1)c1ccc(C)cc1,-3.8,2.1,5.4,7.0,2.1,-4.3,-1.9,-1.5,7.1,/
CCOC(=O)C1CCN(C(=O)CCNC(=O)c2ccccc2OC)CC1,-1.2,-0.3,21.1,-16.6,-5.2,-0.3,3.8,1.2,1.1,3.0
COC(=O)[C@]1(C)N[C@H](CN(C)C(=O)c2ccc(F)cc2)[C@@H]2C(=O)N(Cc3ccccc3)C(=O)[C@@H]21,/,-0.8,-10.0,/,-13.4,-2.1,2.7,-0.4,-3.2,-1.1
O=C(O)C(Sc1ccncn1)c1ccccc1 (stereo not given),-0.1,2.0,10.7,-6.5,-14.2,-2.2,-3.9,0.0,15.6,-0.5
CC1CCCN(CC(O)COc2ccc(-c3ccccc3)cc2)C1 (stereo not given),3.3,1.4,-16.3,/,-12.8,-8.5,3.5,-0.1,-0.3,-7.9
CCOc1ccc(OCC(=O)N2CCOCC2)cc1,1.0,-1.1,-11.7,-18.5,-11.0,-2.6,2.0,-0.3,-7.1,-0.2
Cc1cc(C(=O)CSc2nnnn2C)c(C)n1-c1cccc(F)c1,6.8,0.2,13.0,3.0,-14.7,1.0,-1.8,-1.9,98.1*,/
Cc1cccc(NC(=O)c2ccc(S(=O)(=O)N3CC(C)OC(C)C3)cc2)n1 (stereo not given),-2.7,-2.9,-6.0,21.1,-6.9,3.8,2.4,-0.7,-16.6,0.2
COc1cccc(CNC(=O)CCC2CCCN(C(=O)c3cccnc3SC)C2)c1 (stereo not given),-0.7,-2.1,1.1,-13.1,-3.5,-0.6,-0.3,0.6,4.6,3.4
Cc1ccc(-c2nc3c(c(SCC(=O)N4CCOCC4)n2)COC(C)(C)C3)cc1,-2.9,-3.5,-4.1,13.9,0.2,-3.4,-4.5,-1.9,11.4,-4.0
CC(=O)c1ccc(NC(=O)C[n+]2ccc(N(C)C)cc2)cc1,1.5,-1.8,-8.8,-14.5,-14.9,3.7,2.4,0.5,/,-0.7
N#Cc1nc(-c2ccccc2)oc1NCc1ccco1,/,2.2,10.1,/,-18.2,-1.4,-3.6,1.1,45.4,1.5
C=CS(=O)(=O)c1sc(Cl)c(N2CCOCC2)c1[N+](=O)[O-],14.1,10.3,17.9,21.6,6.5,-6.7,-7.0,3.4,-33.2,-2.4
CCn1c(SCC(N)=O)nnc1C(C)C,3.2,2.7,5.1,-5.5,-6.2,-7.3,-1.9,-2.2,2.2,-4.1
COc1ccc(OCC(=O)NCc2nc(-c3ccccc3)no2)cc1,39.5,4.9,6.2,6.1,-11.2,-3.7,-1.7,-1.7,-11.6,0.2
CC1(C)CC(NS(=O)(=O)c2ccc(C(C)(C)C)cc2)CC(C)(C)N1,29.7,-1.1,13.3,-22.5,-17.6,2.7,-3.6,0.3,4.0,-1.3
CC(C)[C@H](NC(N)=O)C(=O)Nc1cccc(S(=O)(=O)N2CCOCC2)c1,0.7,3.0,-13.2,-17.2,-10.5,1.7,-1.5,2.0,-2.3,-1.5
COc1ccc2c(C(=O)CN3CCN(c4ccccc4)CC3)c[nH]c2c1,-0.3,-1.9,-3.4,18.4,0.1,2.7,1.4,1.3,-13.0,-0.1
C[C@@]12C(=O)N(c3cccc(F)c3)C(=O)N1[C@H](c1ccc(F)cc1)[C@@H]1C(=O)N(C3CCCCC3)C(=O)[C@@H]12,/,-3.1,10.0,-24.6,-2.0,-7.2,-1.0,0.5,6.0,/
CC(C)(CNS(=O)(=O)c1ccc(F)cc1)CNS(=O)(=O)c1ccc(F)cc1,-3.2,0.4,-10.3,-0.5,-18.1,2.6,3.8,0.8,10.3,-5.1
COc1ccc(-c2cc(C(=O)NC(Cc3c[nH]c4ccccc34)C(=O)O)c(C)o2)cc1OC (stereo not given),9.3,-2.8,-24.1,-5.4,-1.8,-6.6,3.1,-0.4,-14.9,/
CCOc1ccccc1NC(=O)C1CCCN1C(=O)c1cccs1 (stereo not given),108.3*,4.8,1.7,-86.9,-7.8,1.1,0.6,-4.1,0.2,0.5
COc1ccc(CNCCC(c2ccc(OC(C)C)cc2)C(C)C)cc1OC (stereo not given),8.3,1.5,-25.7,3.6,-10.0,1.0,0.7,1.4,-49.9,/
Cc1cc2c(cc1C)NC(c1cccnc1)C1=C(CC(C)(C)CC1=O)N2 (stereo not given),0.1,3.2,-5.4,0.6,3.3,8.4,1.9,1.6,4.4,1.9
CCN1CCN(S(=O)(=O)c2ccc(Cl)c(C(=O)NC(C)c3ccccc3Cl)c2)CC1 (stereo not given),2.9,-70.3,-1.1,-9.2,9.4,-10.3,0.5,-0.1,2.1,-3.5
O=C1OC(c2cccs2)=N/C1=C\c1ccc(-c2ccccc2Cl)o1,-3.6,-0.4,-12.0,8.0,-1.3,-4.8,6.0,-2.0,-0.5,-0.9
COCCOC1CCN(C(=O)C2CCC(=O)N(CCc3ccccc3)C2)CC1 (stereo not given),-3.1,1.7,6.6,-35.1,-12.1,2.4,-2.7,1.3,11.3,-0.7
Cc1ccc(N2C(=O)N(CC(=O)Nc3ccc(F)c(F)c3)C(=O)C2C)cc1 (stereo not given),0.9,-2.9,14.7,7.9,3.4,-4.6,1.9,0.5,36.6,13.1
COc1ccc(N2CCN(C3CCCN(Cc4cccc(C)c4)C3)CC2)cc1 (stereo not given),30.4,6.0,-5.5,-8.9,-4.1,-9.2,0.7,0.8,5.0,-3.5
CC(C)(C)NC(=O)NC(=O)CSc1nnc(COc2ccccc2Cl)o1,-0.4,0.7,-38.8,-21.1,-7.7,-4.9,14.1,-1.0,1.6,5.0
CCCCC1=C([O-])C2N=CC=CC2=[N+](c2ccccn2)C1=O (stereo not given),-0.9,0.7,-32.4,-31.4,-6.7,0.7,2.6,-0.5,20.9,-8.7
COCCCNC(=O)CC1C[C@H](C(=O)N2CCOCC2)[C@@]2(CCC3CCCC3)c3[nH]c4ccc(OC)cc4c3CCN2C1=O (stereo not given in full),/,3.6,1.0,20.2,-8.3,-10.7,-0.3,2.4,-1.4,6.8
COc1ccc(C)cc1NC(=O)CSc1ccc(Cl)cc1,-1.6,4.8,4.1,13.8,-8.7,-7.7,-1.5,-1.1,-7.0,-1.2

# An excerpt from above in order of SMILES length, ascending.
SMILES,NSD2 inh,V-ATPase pH,HTR5A inv ag,SR-BI HDL uptake,PvdQ inh,dFosB activator,HTR5A ag,CDK5 inh,MITF act,Wnt bcat act
COc1ccc(C)cc1NC(=O)CSc1ccc(Cl)cc1,-1.6,4.8,4.1,13.8,-8.7,-7.7,-1.5,-1.1,-7.0,-1.2
CCCCC1=C([O-])C2N=CC=CC2=[N+](c2ccccn2)C1=O (stereo not given),-0.9,0.7,-32.4,-31.4,-6.7,0.7,2.6,-0.5,20.9,-8.7
COc1ccc(N2CCN(C3CCCN(Cc4cccc(C)c4)C3)CC2)cc1 (stereo not given),30.4,6.0,-5.5,-8.9,-4.1,-9.2,0.7,0.8,5.0,-3.5
Cc1ccc(N2C(=O)N(CC(=O)Nc3ccc(F)c(F)c3)C(=O)C2C)cc1 (stereo not given),0.9,-2.9,14.7,7.9,3.4,-4.6,1.9,0.5,36.6,13.1
CCN1CCN(S(=O)(=O)c2ccc(Cl)c(C(=O)NC(C)c3ccccc3Cl)c2)CC1 (stereo not given),2.9,-70.3,-1.1,-9.2,9.4,-10.3,0.5,-0.1,2.1,-3.5
COCCCNC(=O)CC1C[C@H](C(=O)N2CCOCC2)[C@@]2(CCC3CCCC3)c3[nH]c4ccc(OC)cc4c3CCN2C1=O (stereo not given in full),/,3.6,1.0,20.2,-8.3,-10.7,-0.3,2.4,-1.4,6.8
